# hgDAF12 agonist = activates the H. glycines DAF-12 receptor ligand-binding domain. HEK293 GAL4-hgDAF12 UAS-luciferase reporter, agonist luminescence; normalized to butyrate control. activation, % at 6.8 µM. 1.8% of 370,000 active. AID 687014;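 active = activation above a cutoff set at the mean of all screened compounds plus 3 SD, cut at about 10% in these data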;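 note: 0% = DMSO wells and 100% = sodium butyrate wells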
# MBD2 inh = inhibitors of human MBD2 binding to methylated oligonucleotide | inhibition, % at 4.4 µM | TR-FRET | Q9UBB5 | 0.31% of 370,000 active | AID 686964; in the data active = inhibition above about 13%
# Target sequence (Q9UBB5 whole entry, looked up): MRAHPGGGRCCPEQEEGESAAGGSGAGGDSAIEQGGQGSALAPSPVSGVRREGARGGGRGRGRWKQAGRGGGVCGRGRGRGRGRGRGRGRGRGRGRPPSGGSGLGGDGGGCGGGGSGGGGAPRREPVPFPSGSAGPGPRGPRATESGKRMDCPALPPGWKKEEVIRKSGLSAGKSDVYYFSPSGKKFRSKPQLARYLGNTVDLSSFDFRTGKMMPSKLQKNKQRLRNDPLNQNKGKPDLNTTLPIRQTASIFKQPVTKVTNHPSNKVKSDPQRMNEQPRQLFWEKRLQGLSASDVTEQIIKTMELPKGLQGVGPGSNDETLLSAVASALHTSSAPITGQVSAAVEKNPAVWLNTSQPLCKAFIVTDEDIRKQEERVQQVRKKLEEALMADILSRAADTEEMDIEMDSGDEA
# PLC-gamma1 inh = inhibitors of human phospholipase C gamma1 | 0.84% of 370,000 active | P19174 | inhibition, % at 12.2 µM | AID 720700 | purified PLC-gamma1, fluorogenic substrate, fluorescence; in the data active = inhibition above about 9.5%
# PLC-beta3 inh = inhibitors of human phospholipase C beta3. inhibition, % at 12.2 µM. Purified PLC-beta3, fluorogenic substrate, fluorescence. AID 720704. 0.18% of 370,000 active. Q01970; in the data active = inhibition above about 11%;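 note: 0% = median of compound wells on plate and 100% = full blocker control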
# ADAM17 inh = ADAM17 inhibition, QFRET primary screen; recombinant ADAM17, EDANS/DABCYL FRET peptide cleavage; inhibition, % at 6.95 µM; 0.83% of 370,000 active;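 active = inhibition above the mean of compounds lying between control limits plus 3 SD, set per campaign, cut at about 8.5% in these data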;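 note: 0% = DMSO-only wells as the low control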
# Target sequence (P78536 215-824 limits assumed): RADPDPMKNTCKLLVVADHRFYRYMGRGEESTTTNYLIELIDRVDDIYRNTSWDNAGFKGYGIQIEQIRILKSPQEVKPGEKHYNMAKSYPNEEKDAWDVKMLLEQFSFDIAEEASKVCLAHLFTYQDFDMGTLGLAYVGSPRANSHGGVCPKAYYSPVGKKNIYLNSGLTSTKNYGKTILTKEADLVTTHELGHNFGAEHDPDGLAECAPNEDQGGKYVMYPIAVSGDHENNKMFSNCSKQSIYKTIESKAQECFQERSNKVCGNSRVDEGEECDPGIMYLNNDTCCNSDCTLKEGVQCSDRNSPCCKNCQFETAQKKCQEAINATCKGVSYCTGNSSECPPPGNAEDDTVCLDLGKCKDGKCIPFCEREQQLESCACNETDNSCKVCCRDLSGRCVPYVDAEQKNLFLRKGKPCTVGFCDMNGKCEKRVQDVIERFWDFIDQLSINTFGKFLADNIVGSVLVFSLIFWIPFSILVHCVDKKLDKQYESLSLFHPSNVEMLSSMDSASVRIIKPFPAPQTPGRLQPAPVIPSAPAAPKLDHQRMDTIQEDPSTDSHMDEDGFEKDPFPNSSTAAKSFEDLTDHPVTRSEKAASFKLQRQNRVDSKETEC
# Rev-erbA mod = modulates human Rev-erb alpha binding to DNA; P20393; Rev-erbα–FITC-DNA binding, fluorescence polarization, 90 min; activity, % at 10 µM; 0.79% of 370,000 active;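 active = activity above about 14%, limit read from the data; passing the limit was not always enough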;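 note: 0% = DMSO wells with 35 nM protein and 100% = DMSO wells with 750 nM protein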
# hcDAF-12 act = activators of H. contortus DAF-12 nuclear receptor. AID 652067. HEK293 hcDAF-12 lit1-tk-luc reporter, luminescence; 0% DMSO, 100% Δ7-dafachronic acid. activation, % at 6.8 µM. 1.4% of 370,000 active;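 active = activation above the mean of all tested compounds plus 3 SD, cut at about 5.5% in these data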;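 note: 100% = response to 3 µM Δ7-dafachronic acid high control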
# ssDAF-12 act = S. stercoralis DAF-12 activation, primary screen. HEK293 ssDAF-12/GRIP1 lit1-tk-luc reporter, luminescence; % of 3 µM dafachronic acid response. activation, % at 6.8 µM. 1% of 370,000 active. AID 652126;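 active = activation above the mean over all tested compounds plus 3 SD, cut at about 0.9% in these data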;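 note: 0% = DMSO-only wells and 100% = 3 µM delta7-dafachronic acid wells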
# DAX1 inh-1 = inhibits human nuclear receptor DAX1 | P51843 | inhibition, % at 6.75 µM | 0.99% of 340,000 active | AID 504766 | HEK293 Gal4-DAX1 luciferase reporter, luminescence;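 active = inhibition above the mean over all tested compounds plus 3 SD, cut at about 4.2% in these data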;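 note: 0% = DAX1-transfected cells with DMSO and 100% = empty-vector control cells with DMSO; inhibition shows as a rise in luminescence from relieved DAX1 repression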
# DAX1 inh-2 = DAX1 (NR0B1) inhibition, primary screen; HEK293T StAR-luciferase reporter, SF-1/DAX-1 repression relief; inhibition, % at 6.8 µM; 1.1% of 370,000 active; AID 652010;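 active = inhibition above the mean over all tested compounds plus 3 SD, cut at about 3.6% in these data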;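 note: 0% = DAX-1 cells with DMSO and 100% = cells lacking DAX-1 with DMSO; higher inhibition means more luminescence from relief of DAX-1 repression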
# SMARCA2 activ = activators of SMARCA2 function; MG213 cells, MMTV-luciferase reporter, dexamethasone, overnight; activation, % at 9.1 µM; 1% of 370,000 active; in the data active = activation above about 7.8%;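 note: 0% = vehicle wells and 100% = reference activator wells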
# * hit, by the source's call; / = not tested or not shown.
# Second line of a record: ssDAF-12 act	MBD2 inh	PLC-beta3 inh	hgDAF12 agonist	ADAM17 inh	DAX1 inh-2	DAX1 inh-1	hcDAF-12 act	SMARCA2 activ	Rev-erbA mod	PLC-gamma1 inh
> CC(C)c1cc(C(=O)N2CCCC(CCC(=O)NCc3ccccc3F)C2)n(C)n1 (stereo not given)
    -2.5	-3	-1	-5.0	1	-3.6	-1.8	-2.9	2	-3	6
> O=C(Nc1cccc(O)c1)c1cc(-c2ccco2)on1
    -1.3	2	-4	11*	-2	0.8	1.2	1.0	6	3	-2
> O=C(CSc1nnc(Cc2ccsc2)o1)c1ccccc1
    -0.3	-2	-7	3.3	-1	0.4	/	0.8	7.8*	3	1
> O=S(=O)(N1CCCCC1)n1c(Cc2ccccc2)nc2ccccc21
    1.9*	5	-2	-1.3	-2	-0.5	-0.1	-1.5	-2	-3	1
> COc1ccc(NC(C)=O)cc1NC(C)C(=O)Nc1cccc2ccccc12 (stereo not given)
    -1.2	0	0	1.1	-7	0.0	1.8	-0.9	-1	4	-2
> O=C(NNC(=O)c1ccc(=O)[nH]c1)c1ccc(NS(=O)(=O)c2cccs2)cc1
    -1.2	5	-2	0.7	3	-0.3	-0.5	-0.6	2	-5	0
> Cc1ccc(OCCn2c(=O)cnc3ccccc32)cc1
    -1.3	-6	-8	-0.4	-18	-0.1	-0.4	-1.5	3	1	-7
> CC(C)NC(=O)c1cc(C2CCCCN2C(=O)c2ccc(Cl)cc2)on1 (stereo not given)
    -1.3	9	-2	-2.7	-6	0.2	/	-1.2	-1	-4	2
> CCOc1ccccc1N1CC(C(=O)Nc2ccc(C(=O)O)cc2)CC1=O (stereo not given)
    -1.0	0	5	0.7	-2	0.4	0.6	-1.2	1	-1	2
> CCCCC(=O)Nc1nnc(CCc2ccccc2)s1
    -0.8	-6	-7	2.8	-3	0.0	2.1	-0.7	0	0	-4
> Cc1ccc2c(c1)N(CCCC(=O)NCC1COc3ccccc3O1)C(=O)CO2 (stereo not given)
    -1.3	-3	5	-3.1	0	-1.2	-0.2	-0.9	-3	1	-2
> CC(C)c1ccc(/C=C2\CC/C(=C\C=N\N(C)C)C2=O)cc1
    -1.8	3	-4	-7.2	-2	-0.4	-1.5	-4.0	-8	-1	0
> CCOC(=O)C1CCCN(Cc2cc(Br)ccc2OC)C1 (stereo not given)
    -1.5	-6	5	0.7	1	-0.8	-0.2	-0.5	-2	0	7
> O=C(NCCc1ccc(Cl)cc1)c1ccc2c(c1)OCO2
    0.0	-5	-6	13*	0	11*	1.2	3.8	7	5	0
> Cc1cccc(-c2nnc(SCC(=O)NC3CCCC3)o2)c1
    -0.2	1	-8	0.8	-1	0.0	0.3	0.9	-1	1	1
> COc1ccc(-c2cnc(N)nc2-c2ccc(OCc3ccccc3)cc2O)cc1
    -1.6	2	-46	0.5	0	0.2	-1.7	-1.1	-4	0	-24
> CC(C)(C)n1nnnc1C(c1cccs1)N(Cc1cccnc1)CC1CCCO1 (stereo not given)
    -0.7	-5	0	1.4	-2	-0.6	-0.6	-0.8	-1	-6	-1
> COc1cc(C(=O)OCC(=O)Nc2ccc(S(=O)(=O)N3CCCC3)cc2)cc(OC)c1OC
    -1.8	0	-8	-5.4	5	-0.6	-0.7	-2.2	-4	4	0
> O=C(CN1CCN(c2ccc(O)cc2)CC1)Nc1ccc2c(c1)OCCCO2
    -1.9	-12	-12	-1.8	0	-3.5	0.5	-2.5	-2	-5	-7
> COC(=O)c1cc(NC(=O)c2cc(-c3ccc(Cl)cc3)oc2C(F)(F)F)ccc1N1CCOCC1
    -2.3	-4	-15	-0.2	2	-1.0	-2.1	-4.0	-1	-5	-7
> O=C(Nc1ccccc1F)C1CCN(S(=O)(=O)c2cccnc2)CC1
    -0.6	-6	-6	2.1	-5	0.6	0.5	-1.7	6	-6	6
> CCOC(=O)C1CCCN(C/C(O)=C(\C#N)c2nc(-c3ccc(Cl)cc3)cs2)C1 (stereo not given)
    -1.1	-6	-4	-0.1	-1	-0.3	-0.4	-0.2	-3	1	-1
> Cc1ccc2oc(-c3cccc(NC(=O)c4ccc(Br)o4)c3C)nc2c1
    -0.7	-1	-8	3.4	-3	0.4	-0.3	-0.6	1	7	-6
> CCOC(=O)c1c(NC(=O)NC(C)(C)C)sc2c1CCN(C)C2
    -1.1	4	-9	-2.6	-6	-0.1	2.0	0.0	-1	2	-1
> COc1ccc(NC(=O)CN(C)C(=O)c2ccc(NS(=O)(=O)c3ccc4[nH]c(=O)[nH]c4c3)cc2)cc1
    -0.4	1	-4	1.4	2	0.8	0.4	-1.1	-1	5	5
> CC(C)(C)Nc1nc(Cl)nc(Nc2ccccc2)n1
    -0.2	1	-5	11*	6	1.8	2.0	3.9	2	-5	7
> Cn1c(-c2ccccc2)cnc1NCc1cc(Cl)ccc1O
    -0.8	3	-1	-0.9	-3	0.6	-0.2	2.0	0	0	0
> Cc1[nH]n(-c2ccccc2)c(=O)c1C=Nc1ccc2[nH]c(=O)[nH]c2c1
    -0.4	-3	0	-2.3	0	0.2	-1.0	-1.1	-2	9	4
> CC(C)S(=O)(=O)c1csc(C(=O)NNC(=O)Nc2ccccc2)c1Cl
    -1.1	1	-7	0.1	-2	2.1	-1.0	-1.2	-1	-7	0
> COc1cccc(C(=O)Nc2nc(-c3ccccc3)c(-c3ccccc3)o2)c1
    -0.5	-2	-6	-2.2	-2	-1.4	0.8	0.2	-3	-3	-7

# For reference, 2 of the compounds above:
# Second line of a record: ssDAF-12 act	MBD2 inh	PLC-beta3 inh	hgDAF12 agonist	ADAM17 inh	DAX1 inh-2	DAX1 inh-1	hcDAF-12 act	SMARCA2 activ	Rev-erbA mod	PLC-gamma1 inh
> CC(C)c1cc(C(=O)N2CCCC(CCC(=O)NCc3ccccc3F)C2)n(C)n1 (stereo not given)
    -2.5	-3	-1	-5.0	1	-3.6	-1.8	-2.9	2	-3	6
> O=C(Nc1cccc(O)c1)c1cc(-c2ccco2)on1
    -1.3	2	-4	11*	-2	0.8	1.2	1.0	6	3	-2

# Later entries
# Second line of a record: ssDAF-12 act	MBD2 inh	PLC-beta3 inh	hgDAF12 agonist	ADAM17 inh	DAX1 inh-2	DAX1 inh-1	hcDAF-12 act	SMARCA2 activ	Rev-erbA mod	PLC-gamma1 inh
> Cc1ccc(C)c(NC(=O)CCC(=O)OC(C(=O)c2ccccc2)c2ccccc2)c1 (stereo not given)
    -0.7	-3	7	-0.5	0	-0.2	1.4	-0.9	0	1	-2
> COc1cccc(NC(=O)CN(C)C(=O)CCCc2c[nH]c3ccccc23)c1
    -1.3	2	0	-0.7	3	-1.0	-0.6	-0.5	0	-6	3
> CCOC(=O)C1CCN(C(=O)c2ccc3c(=O)n4nc(Nc5cc(C)ccc5C)sc4nc3c2)CC1
    -1.0	1	-4	0.7	1	1.1	0.0	-1.7	-2	-2	-3
> Cn1c(=O)cc(SCC(=O)N2CCN(Cc3ccc4c(c3)OCO4)CC2)c2ccccc21
    -0.4	5	-1	0.7	-1	-0.5	0.5	-1.3	-5	/	-2
> CC(=O)c1cccc(NC(=O)Oc2ccccc2)c1
    -1.1	4	5	-1.9	0	0.5	0.1	-2.2	-4	-6	0
> CC(=O)c1cccc(NC(=O)C2CCCN(S(=O)(=O)c3ccc(F)cc3)C2)c1 (stereo not given)
    -1.8	-6	5	-2.1	0	-0.4	-1.3	-1.2	-1	2	2
> NC(=O)c1ccccc1NCC(=O)c1ccc(Cl)cc1
    -1.0	2	-88	1.4	-109	0.3	1.9	1.7	2	1	-66
> CCOC(=O)CSc1cc(C)nc(N)n1
    -1.1	-2	1	0.0	3	0.4	2.0	-0.3	-2	4	6
> COc1cc([N+](=O)[O-])ccc1NC(=O)CCN1C(=O)C2C3CCC(C3)C2C1=O (stereo not given)
    -1.2	1	1	-1.4	-2	0.5	-0.9	0.5	-1	1	0
> C[C@H]1[C@@H](OC(=O)NCc2ccc(C(F)(F)F)cc2)CC[C@@]23CCCN2C(=O)CCC[C@@H]13
    -1.6	0	3	-3.6	1	/	/	-1.2	/	-2	2
> COc1ccc(N2CCN(CCNC(=O)CCCn3c(=O)[nH]c4cc(Cl)ccc4c3=O)CC2)cc1
    -1.3	-2	1	-1.9	-1	0.8	0.4	-0.2	-3	-6	2
> O=c1oc(-c2ccccc2NS(=O)(=O)c2ccc(F)cc2)nc2ccccc12
    -0.5	-1	-61	-1.3	-1	0.2	-0.2	-0.5	-1	-1	-38
> COc1cccc(NC(=O)CN(C)C(=O)c2ccc3c(c2)C(=O)N(CCC(C)C)C3=O)c1
    -0.7	-6	-7	-3.2	-2	-3.8	-0.9	-3.0	-6	6	4
> O=c1[nH][nH]c2c1[C@H](CCc1cccc(Cl)c1)O[C@H](C1CC1)C2
    -1.2	4	-8	-2.0	-5	1.1	/	-0.1	-1	2	-4
> COCCN(C(=O)CNC(=O)c1cccs1)C(C(=O)NC1CCCCC1)c1ccco1 (stereo not given)
    -1.1	5	2	-0.1	-4	-0.5	-1.1	-0.6	-4	4	0
> CC(C)[C@H](NC(=O)c1ccco1)C(=O)OCC(=O)Nc1cccc(F)c1
    -1.7	-1	-2	-1.6	2	-1.1	0.0	-0.8	-2	1	4
> CCOc1ccc(CNCCCSc2ncccn2)cc1
    -0.8	0	-5	-0.3	-3	0.2	-0.6	-1.4	-1	5	-3
> Cc1cc(NS(=O)(=O)c2ccc(NC(=O)CCCC(=O)O)cc2)nc(C)n1
    -1.4	0	6	2.0	-2	0.4	-0.8	-1.2	0	4	-1
> NC(=O)c1ccsc1NC(=O)CN1C(=O)NC2(CCCC2)C1=O
    0.1	0	-5	1.1	3	1.7	-0.3	-0.6	-4	-7	-3
> COc1ccccc1CN(Cc1cc2c(C)ccc(C)c2[nH]c1=O)Cc1nnnn1Cc1ccco1
    -0.9	1	-53	-0.1	-10	0.1	-0.2	-2.5	-3	2	-49
> CCCC1(C(=O)O)NC(c2ccccc2O)C2C(=O)N(c3cccc(Cl)c3)C(=O)C21 (stereo not given)
    -1.1	-1	1	-3.2	-1	0.0	0.9	0.9	-1	-2	-1
> CC(C)CCNC(=O)CNC(=O)c1cccs1
    -1.4	-3	-2	1.0	-2	0.8	-0.4	-0.1	2	0	1
> COc1ccc(C(C)C)cc1S(=O)(=O)Nc1cccnc1
    -0.2	-1	1	-0.7	1	2.6	-0.2	-1.0	-6	2	0
> S=C(NCCc1ccccc1)N1CCN(Cc2ccc(Cl)c(Cl)c2)CC1
    -1.0	8	1	3.1	1	0.2	-1.2	-1.3	-2	5	0
> O=C(OCc1nc2scc(-c3ccccc3)c2c(=O)[nH]1)c1cc(Cl)ccc1[N+](=O)[O-]
    -1.2	4	-6	-1.4	8.6*	-0.2	0.5	-2.0	-3	-3	-4
> CCc1nnc(SCc2ccc([N+](=O)[O-])cc2)nc1CC
    -1.4	5	0	0.0	-5	-0.5	-0.6	-2.5	0	-6	1
> COc1ccc(C(=O)C[n+]2ccc(-c3nnc4n3CCC4)cc2)cc1
    -1.6	3	-37	0.5	-15	0.3	-2.2	-1.4	-3	-6	-35
> Cc1ccccc1C(C(=O)NC1CCCCC1)N(C(=O)CNC(=O)c1ccco1)c1cccnc1 (stereo not given)
    -0.4	3	-2	-0.2	-4	-0.7	-1.9	-0.7	2	9	0
> COc1ccc(S(=O)(=O)N2CCCCCC2)cc1C(=O)Nc1cc(C)ccn1
    -1.1	4	-9	-1.1	-11	-0.5	-0.1	-2.1	-2	2	-2
> COc1cccc(NC(=O)c2cccc(C(=O)Nc3cccc(OC)c3)n2)c1
    -0.8	2	-3	4.7	0	0.4	-0.1	-0.2	-1	1	1
